From PubChem
RXFP1 agonist = activates the human relaxin receptor RXFP1; Q9HBX9; HEK293T-RXFP1 cAMP TR-FRET, 30 min; response scale: percent of porcine relaxin response, buffer zero; Potency, µM (titrated, usually from 57.5 µM), for inactives: at the highest dose activation, hits mostly activators; actives 0.3% (n = 370,000); AID 2676; further: potency means the concentration at half of the fitted maximal effect; on the % scale 0 is the no-effect control and ±100 the full control effect; nearly all actives have a fitted effect of over 60% in size; many of its hits are not listed in these tables
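HEK293 cells stably expressing RXFP1, treated 30 min at 37C with compounds plus PDE4 inhibitor Ro 20174; cAMP measured by HTRF TR-FRET. Normalized to buffer and 29 nM porcine relaxin; EC50 by Hill fit.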
mIDH1 inhibitor = human IDH1 R132H inhibition | IDH1-R132H enzyme, NADPH consumption, diaphorase/resazurin fluorescence | AID 602179 | Potency, µM (highest dose often 76.6 µM), for inactives: at the highest dose activity change, negative = inhibition, actives largely listed as inhibitors | actives 0.093% (n = 390,000); further: potency means the concentration at half of the fitted maximal effect; on the % scale 0 is the no-effect control and ±100 the full control effect; nearly all actives have a fitted effect of over 65% in size
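IDH1-R132H (0.5 ug/mL) preincubated 30 min with compound, then NADPH (0.016 mM) and alpha-KG (2 mM) added; 80 min at RT, pH 7.5. Remaining NADPH coupled via diaphorase/resazurin to fluorescence (540/590 nm); concentration-response curves normalized to no-enzyme control.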
PI4K2A block = inhibitors of human PI4K2A. AID 1346378. activity change, negative = inhibition, % at 76.9 µM. purified PI4K2A, ADP-Glo luminescence, 1 h; hits give low values. actives 0.13% (n = 420,000). Q9BTU6; in the data active means activity change below about -50%; inconclusive means mostly about -30% to -49%;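 further: -100% = wells without enzyme as full effect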
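In this quantitative HTS, ADP production by PI4K2A was quantified luminescently after 1 h at ambient temperature; 100 microM adenosine served as plate-quality control.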
LDHA block = LDHA (human) enzyme inhibition; P00338; purified LDHA, NADH/diaphorase-resazurin fluorescence; hits give low values; activity change, % (values are at about 110 or 230 µM); actives 0.15% (n = 480,000); AID 1347041; in the data active means activity change below about -30%; inconclusive means mostly about -25% to -30%;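 further: plate controls were DMSO wells for no effect and wells without enzyme for full effect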
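Enzyme activity of human lactate dehydrogenase 5 (2 nM; 0.06 mM NADH, 0.2 mM pyruvate, 5 min, RT) is measured via a resazurin/diaphorase fluorescence readout of residual NADH.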
USP1 inh = inhibitors of human USP1/UAF1 deubiquitinase | Potency, µM (doses to about 57.1 µM), for inactives: at the highest dose activity change, negative = inhibition, hits mostly inhibitors | AID 743255 | recombinant USP1/UAF1, Ub-Rhodamine cleavage fluorescence | actives 0.23% (n = 390,000) | O94782; further: potency means the concentration at half of the fitted maximal effect; on the % scale 0 is the no-effect control and ±100 the full control effect; nearly all actives have a fitted effect of over 60% in size; inactives centre near -12
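USP1/UAF1 complex (1 nM) preincubated 15 min at room temperature with compound, then Ub-Rho substrate (150 nM final) added. Kinetic fluorescence at 480/540 nm over 6 reads at 60 s intervals; 50 mM HEPES pH 7.8, 0.5 mM EDTA, 0.1 mg/ml BSA, 1 mM TCEP, 0.01% Tween-20.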
Vif-A3G inh = Vif-A3G binding inhibition | actives 0.076% (n = 410,000) | Q9HC16 | Potency, µM (doses to about 46.1 µM), for inactives: at the top dose activity, negative = active, hits mostly inhibitors | HeLa A3G-eYFP + Vif (tagged APOBEC3G with the HIV-1 protein that degrades it), YFP fluorescence, overnight;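 further: potency means the concentration at half of the fitted maximal effect; on the % scale 0 is the no-effect control and ±100 the full control effect; nearly all actives have a fitted effect of over 60% in size; hits raise eYFP signal because A3G escapes Vif-driven loss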
Target sequence (Q9HC16 whole entry, looked up): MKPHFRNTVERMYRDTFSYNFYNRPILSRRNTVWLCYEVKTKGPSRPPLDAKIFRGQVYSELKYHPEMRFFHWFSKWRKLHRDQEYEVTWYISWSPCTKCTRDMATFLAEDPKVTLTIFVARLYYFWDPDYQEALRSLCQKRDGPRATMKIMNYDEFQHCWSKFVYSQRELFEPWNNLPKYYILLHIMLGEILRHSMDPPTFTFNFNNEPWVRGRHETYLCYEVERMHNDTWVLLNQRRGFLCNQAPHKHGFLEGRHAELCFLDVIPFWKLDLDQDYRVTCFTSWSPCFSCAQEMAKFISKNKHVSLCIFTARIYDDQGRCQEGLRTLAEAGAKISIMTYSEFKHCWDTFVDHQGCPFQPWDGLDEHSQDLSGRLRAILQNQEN
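HeLa cells stably expressing Vif and C-terminally eYFP-tagged A3G, seeded overnight at 37 deg C, then exposed to compound by pintool overnight at 37 deg C. Rise in yellow fluorescence (Ex 488/Em 500-530, Acumen) marks blocked Vif-driven A3G degradation.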
Vif-APOBEC3F blk = blocks the Vif interaction with APOBEC3F | HeLa A3F-eYFP + Vif (tagged APOBEC3F with the HIV-1 protein that degrades it), YFP fluorescence increase | Potency, µM (series often up to 46.1 µM), inactives show at the highest dose activity, negative = active | actives 0.2% (n = 390,000); further: potency means the concentration at half of the fitted maximal effect; % of control where 0% means no effect; nearly all actives have a fitted effect of over 65% in size
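Fluorescence increase (Ex 488/Em 500-530) after overnight compound treatment at 37 deg C flags inhibition of Vif-driven A3F-eYFP loss in stable HeLa A3F-eYFP/Vif cells seeded overnight beforehand.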
Glioma ERSR ind = ER stress response induction in glioma. U87-MG GRP78 promoter luciferase reporter, 16 h. Potency, µM, for inactives: top-dose activation, most hits filed as activators. actives 0.02% (n = 420,000). AID 602332; further: potency means the concentration at half of the fitted maximal effect; series mostly up to about 76 µM; % of control where 0% means no effect; nearly all actives have a fitted effect of over 35% in size
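Stably transfected U87-MG glioma cells carrying a GRP78-based luciferase sensor; 16 h compound incubation. Luminescence end-point read 10 min after Bright-Glo addition at room temperature.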
TrxR1 substrate = rat thioredoxin reductase 1 substrate activity; Potency, µM (highest dose often 114 µM), for inactives: at the top dose activity change, negative = substrate turnover; purified TrxR1 substrate turnover, NADPH consumption readout; AID 588456; actives 0.01% (n = 390,000); further: potency means the concentration at half of the fitted maximal effect; on the % scale 0 is the no-effect control and ±100 the full control effect; nearly all actives have a fitted effect of over 50% in size
Target sequence (O89049 whole entry, looked up): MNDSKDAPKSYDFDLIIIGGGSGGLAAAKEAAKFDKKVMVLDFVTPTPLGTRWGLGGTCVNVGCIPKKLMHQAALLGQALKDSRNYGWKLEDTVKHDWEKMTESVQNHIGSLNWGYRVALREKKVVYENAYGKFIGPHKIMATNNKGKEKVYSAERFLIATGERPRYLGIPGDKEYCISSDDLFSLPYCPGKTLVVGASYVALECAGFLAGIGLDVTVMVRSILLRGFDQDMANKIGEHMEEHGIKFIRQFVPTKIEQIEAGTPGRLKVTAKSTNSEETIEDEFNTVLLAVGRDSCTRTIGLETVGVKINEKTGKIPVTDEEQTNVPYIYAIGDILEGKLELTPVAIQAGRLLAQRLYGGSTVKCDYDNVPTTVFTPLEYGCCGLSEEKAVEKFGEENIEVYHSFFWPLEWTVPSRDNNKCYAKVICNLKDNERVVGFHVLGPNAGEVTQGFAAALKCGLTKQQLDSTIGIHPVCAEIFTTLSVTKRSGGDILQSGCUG
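Rat TrxR1, dispensed at 90 nM, was prereduced with 400 uM NADPH (final) for 5 min at ~22 deg C, then incubated with compound 15 min before 400 uM selenite. A first-read NADPH fluorescence drop versus no-compound background flagged substrates.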
The depositor's hits bear a star; ? = inconclusive; . = not tested or not shown; & = joins results of further samples; [ ] = another dose, or the depositor's remark. Unless noted, the call rests on the fitted dose curve; in most records, active means well fitted curve in the direction sought with a large enough effect; inconclusive means small, poorly fitted or top-dose-only effect, or another doubt; inactive means no such curve, though single readings can be large; an effect the other way counts as inactive or inconclusive.

SMILES	RXFP1 agonist	mIDH1 inhibitor	PI4K2A block	LDHA block	USP1 inh	Vif-A3G inh	Vif-APOBEC3F blk	Glioma ERSR ind	TrxR1 substrate
O=C(Cc1nn[nH]n1)c1ccccc1O	3.6%	2%	-2	0	-17%	5%	9%	-4%	-3%[11.4 µM]
CC(C)(C)NC(=S)N/N=C\c1ccc(-c2ccc([N+](=O)[O-])cc2)o1	7.3%	0%	5	-7	-26%	10µM*	25µM*	6%	2%[57.1 µM]
COC(=O)c1ccc(NC(=O)COC(=O)CSc2nc(C)cc(C)n2)cc1	-3.2%	2%	-1	-5	-19%	1%	-4%	-2%	10%
CCc1ccc(-n2c(-c3ccccc3)c(C)n3c4c(=O)n(C)c(=O)n(C)c4nc23)cc1	0.5%	7%	-7	-5	-15%	2%	7%	0%	-4%
Clc1cccc(CN2CCN(Cc3nc(CCc4ccccc4)no3)CC2)c1	-0.2%	8%	0	-2	-20%	-1%	-13%	-1%	2%
Cc1c(NC(=O)c2cc(-c3cccs3)on2)c(=O)n(-c2ccccc2)n1C	0.4%	2%	4	-13	-2%	0%	-17%	3%	2%[57.1 µM]
CCOc1ccc(CCNC(=O)COC(=O)c2cccnc2OCC)cc1OCC	-0.1%	3%	0	-3	6%	1%	-5%	2%	-1%
Cc1cc2c(cc3c(SCc4ccccc4Cl)nnc(C)n32)o1	6.9%	-5%	-1	0	?	0%	1%	3%	-1%
Cc1cc(NC(=O)CCC(=O)N(CC(=O)NC2CCCC2)Cc2ccco2)no1	0.6%	12%	5	-1	-19%	-1%	7%	-5%	1%
Cc1ccccc1-n1c(Cc2cccs2)n[nH]c1=S	0.3%	7%	-8	-12	-3%	-1%	-2%	-5%	21%
O=C(O)C(Cc1ccccc1)N1C(=O)/C(=C/c2ccccc2)SC1=S (configuration not stated)	1.3%	-3%	-3	-6	-16%	4%	-5%	-3%	-16%
O=C(COc1ccc(S(=O)(=O)N2CCCCC2)cc1)N1CCCCCC1	0.5%	1%	-5	-3	-13%	-2%	-2%	-3%	7%[57.1 µM]
N#Cc1cccc(NC(=O)CNc2cccc(S(=O)(=O)N3CCCC3)c2)c1	-0.7%	6%	-14	3	-17%	-5%	1%	-3%	25%[57.1 µM]
COc1cc(NC(=S)Nc2ccc3c(c2)OCCO3)cc(OC)c1OC	0.7%	21%	3	1	-14%	-3%	-3%	3%	5%
COc1cc2c(cc1OC)CN(C(=O)c1ccc(OC)c(S(=O)(=O)N3CCCC3)c1)CC2	2.3%	10%	-2	7	-17%	-4%	0%	2%	6%[57.1 µM]
Cc1[nH]c2ccccc2c1C(=O)C(=O)N1c2ccccc2CC1C (configuration not stated)	1.6%	7%	-4	1	-20%	2%	-1%	-3%	-3%
CCN(CC)C(=O)C1=C(C)N(CCC2=CCCCC2)C(=O)C(CC(=O)NCCc2ccccn2)C1 (configuration not stated)	.	-12%	0	-6	-2%	-4%	-11%	-2%	.
CCOC(=O)SC1=N/C(=C\c2ccc(N(C)C)cc2)C(=O)S1	0.0%	9%	-7	3	?	-9%	-14%	-1%	-6%
O=C(Nc1cccc(Br)c1)c1cc(S(=O)(=O)N2CCCCC2)c[nH]1	3.3%	23%	-5	0	-14%	-4%	0%	-1%	10%[57.1 µM]
Cc1cc(S(=O)(=O)NC[C@H]2O[C@@H](n3cnc4c(N)ncnc43)[C@H](O)[C@@H]2O)c(C)s1	.	-4%	-3	-8	-9%	0%	6%	-1%	1%
COc1cccc2[nH]c3c(Cl)ncnc3c12	-3.2%	4%	-8	-9	-11%	4%	0%	-1%	136%[activator]
COc1ccc(-c2nnc(SCc3nnc(-c4cccs4)o3)n2CC2CCCO2)cc1 (configuration not stated)	2.0%	-2%	-2	-10	-18%	-1%	-16%	-2%	-8%
O=C(N/N=C/c1cccnc1)c1cc(O)c(O)c(O)c1	-2.3%	-15%	-1	36	-8%	8%	-2%	0%	-13%
O=C(COC(=O)CCc1nc2ccccc2c(=O)[nH]1)Nc1ccc(OC(F)(F)F)cc1	0.4%	0%	-4	3	-27%	-1%	-21%	-5%	4%
O=C(CSc1nc(Nc2ccc(F)cc2)c2ccccc2n1)c1ccc(F)cc1	3.3%	10%	-7	-4	-5%	2%	-8%	-4%	2%[57.1 µM]

Record cards (already shown).
Results for Cc1[nH]c2ccccc2c1C(=O)C(=O)N1c2ccccc2CC1C (configuration not stated) = RXFP1 agonist: 1.6%; mIDH1 inhibitor: 7%; PI4K2A block: -4; LDHA block: 1; USP1 inh: -20%; Vif-A3G inh: 2%; Vif-APOBEC3F blk: -1%; Glioma ERSR ind: -3%; TrxR1 substrate: -3%
Results for Cc1cc2c(cc3c(SCc4ccccc4Cl)nnc(C)n32)o1 = RXFP1 agonist: 6.9%; mIDH1 inhibitor: -5%; PI4K2A block: -1; LDHA block: 0; USP1 inh: ?; Vif-A3G inh: 0%; Vif-APOBEC3F blk: 1%; Glioma ERSR ind: 3%; TrxR1 substrate: -1%

Next compounds follow.
SMILES	RXFP1 agonist	mIDH1 inhibitor	PI4K2A block	LDHA block	USP1 inh	Vif-A3G inh	Vif-APOBEC3F blk	Glioma ERSR ind	TrxR1 substrate
COc1ccc2c(c1)[nH]c1c(=O)n(Cc3ccco3)cnc12	0.4%	2%	-4	-3	-18%	-8%	-6%	1%	0%
CCc1nc2nc(C)cc(Nc3cc(C)ccc3C)n2n1	3.9%	-16%	2	1	-13%	-15%	-12%	-3%	0%
Cc1c(Cl)cccc1NC(=O)CCN1CCN(C)CC1	0.0%	8%	-1	-1	-9%	-10%	-2%	3%	5%
OCc1cn(-c2ccccc2)nc1-c1ccc(Br)cc1	-3.5%	0%	1	-4	-24%	-5%	-2%	5%	1%
Cc1cccc(C)c1N(CC(=O)N/N=C/c1cc(Br)c(C)o1)S(C)(=O)=O	-0.7%	-3%	2	-6	-8%	1%	-14%	-3%	-10%
COC(=O)c1cc(NC(=O)c2ccoc2C)cc(C(=O)OC)c1	1.1%	8%	0	-6	-10%	-9%	.	-7%	2%
O=C(Cc1ccc(Br)cc1)NNC(=O)c1cccs1	.	-6%	-6	-1	-23%	2%	-3%	-1%	0%
CN1CCSc2ccc(C(=O)NCc3ccccc3)cc21	19%&24%	4%&-2%	9&1	-1&3	-16%&-22%	3%&-1%	-2%&4%	0%&-1%	91%[activator][57.1 µM]
COc1ccc(C(=O)Nc2ccc(-c3cn4ccsc4n3)cc2)cc1S(=O)(=O)N1CCOCC1	0.3%	1%	-1	-7	-16%	-15%	-1%	-4%	1%[57.1 µM]
CN(C)CCn1c2c(c(SCC(=O)Nc3ccccc3C(F)(F)F)nc1=O)CCCC2	2.7%	2%	5	-5	-15%	0%	-18%	1%	8%
COc1cc(CCC(=O)N2CC(C)OC(C)C2)cc(OC)c1OC (configuration not stated)	-2.5%	0%	-2	0	-24%	-1%	1%	-2%	2%
CN1CCN(S(=O)(=O)c2ccc3ccccc3c2)CC1	1.8%	-2%	8	-6	-7%	0%	-9%	-5%	11%[57.1 µM]
COc1ccc(C(C)(C)C)cc1NC(=O)COC(=O)CN1C(=O)NC2(CCCCC2C)C1=O (configuration not stated)	.	3%	-2	-2	-20%	-3%	0%	-3%	7%[57.1 µM]
CN(C)S(=O)(=O)c1cccc(NC(=S)NC2CCCCC2)c1	2.3%	21%	5	-2	-28%	1%	19%	1%	-2%
C=CCn1c(C(C)NC(=O)c2cccc(C)c2)n[nH]c1=S (configuration not stated)	-0.4%	-7%	-3	-8	-16%	3%	1%	-2%	-4%
O=C(Nc1ccc(S(=O)(=O)N2CCCC2)cc1)c1cnccn1	0.4%	-3%	-3	-4	-20%	9%	4%	-2%	-5%
Cc1cc(C(C2C(=O)CC(C)(C)CC2=O)C2C(=O)CC(C)(C)CC2=O)cc(C)c1OC(F)F	-2.4%	0%	-14	-7	-15%	2%	-24%	-4%	8%
COc1ccc(S(=O)(=O)NC2CCSc3ccccc32)cc1OC (configuration not stated)	2.8%	7%	-4	-4	-11%	0%	0%	-4%	-1%
COc1ccc(C(CNC(=O)c2ccc(Br)o2)N2CCN(C)CC2)cc1 (configuration not stated)	-0.7%	4%	3	-2	-8%	3%	10%	-2%	-4%
CCOC(=O)c1scc(-c2ccc(C)cc2)c1S(=O)(=O)Nc1cc(C)ccc1C	-0.2%	0%	7	-1	-14%	2%	1%	-3%	-1%[57.1 µM]
CCOC(=O)CN1C(=O)Nc2ccc(Br)cc2C1c1ccccc1 (configuration not stated)	0.3%	-4%	6	-19	-7%	-1%	-13%	0%	-7%
Cc1c(/C=C(\CC(=O)O)c2nc3ccccc3s2)cc(C#N)n1C	3.0%	-1%	3	-3	-15%	1%	-6%	3%	-14%
Cc1cccc(Cn2c(C)c(CNC3CCCCCC3)c(C(=O)O)c2C)c1	0.3%	-6%	2	0	-20%	1%	-6%	-3%	0%
NC(N)=NS(=O)(=O)c1ccc(N/C=C/C(=O)c2ccc(Cl)c(Cl)c2)cc1	2.1%	-4%	1	-16	-4%	1%	?	3%	4%
CC(C)=CC(=O)N1CCC(Oc2cccc(C(=O)NCc3ccccn3)c2)CC1	.	-1%	3	-12	5%	1%	0%	2%	.
Cc1cc(C)n(-c2nc(SCCN(C)C)c3c4c(sc3n2)COC(C)(C)C4)n1	-1.1%	3%	-1	-7	-2%	3%	-6%	-3%	18%

The list is partial; rates above refer to the full screens.
